PGK inhibitor: blocks T. brucei phosphoglycerate kinase. P07378. PGK/GAPDH coupled, Kinase-Glo luminescence, 60 min. Potency, µM (doses to about 57.5 µM), for the others: at the top dose activity change, negative = inhibition, usual class: inhibitors. actives 0.043% (n = 380,000). AID 602233; further: potency means the concentration at half of the fitted maximal effect; on the % scale 0 is the no-effect control and ±100 the full control effect; nearly all actives have a fitted effect of over 60% in size
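Luminescent ATP detection (Kinase-Glo Plus) follows a 60-minute room-temperature incubation, with wells lacking PGK as controls. Buffer: 100 mM TEA (pH 7.6), 5 mM MgCl2, 0.01% Tween-20. Coupling enzyme GAPDH (100 nM final) supplies unstable 1,3-BPG in-well.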
Pol beta inh: blocks human DNA polymerase beta activity | P06746 | Pol beta primer extension/strand displacement, fluorescence kinetic | Potency, µM (series often up to 114 µM), for inactives: at the top dose activity change, negative = inhibition, usual class: inhibitors | actives 1.3% (n = 340,000); further: potency means the concentration at half of the fitted maximal effect; on the % scale 0 is the no-effect control and ±100 the full control effect
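Homogeneous kinetic assay of primer extension and strand displacement by 10 nM Pol beta, preincubated 15 min at room temperature with compound before 50 nM substrate (final) was added. Read at 0 and 10 min; four-parameter Hill fit.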
POLH inh: inhibitors of human DNA polymerase eta | Q9Y253 | recombinant Pol eta, fluorescent DNA replication assay | Potency, µM (series often up to 114 µM), for the others: top-dose activity change, negative = inhibition, most hits filed as inhibitors | actives 1.2% (n = 390,000) | AID 588591; further: potency means the concentration at half of the fitted maximal effect; on the % scale 0 is the no-effect control and ±100 the full control effect
Target sequence (Q9Y253 whole entry, looked up): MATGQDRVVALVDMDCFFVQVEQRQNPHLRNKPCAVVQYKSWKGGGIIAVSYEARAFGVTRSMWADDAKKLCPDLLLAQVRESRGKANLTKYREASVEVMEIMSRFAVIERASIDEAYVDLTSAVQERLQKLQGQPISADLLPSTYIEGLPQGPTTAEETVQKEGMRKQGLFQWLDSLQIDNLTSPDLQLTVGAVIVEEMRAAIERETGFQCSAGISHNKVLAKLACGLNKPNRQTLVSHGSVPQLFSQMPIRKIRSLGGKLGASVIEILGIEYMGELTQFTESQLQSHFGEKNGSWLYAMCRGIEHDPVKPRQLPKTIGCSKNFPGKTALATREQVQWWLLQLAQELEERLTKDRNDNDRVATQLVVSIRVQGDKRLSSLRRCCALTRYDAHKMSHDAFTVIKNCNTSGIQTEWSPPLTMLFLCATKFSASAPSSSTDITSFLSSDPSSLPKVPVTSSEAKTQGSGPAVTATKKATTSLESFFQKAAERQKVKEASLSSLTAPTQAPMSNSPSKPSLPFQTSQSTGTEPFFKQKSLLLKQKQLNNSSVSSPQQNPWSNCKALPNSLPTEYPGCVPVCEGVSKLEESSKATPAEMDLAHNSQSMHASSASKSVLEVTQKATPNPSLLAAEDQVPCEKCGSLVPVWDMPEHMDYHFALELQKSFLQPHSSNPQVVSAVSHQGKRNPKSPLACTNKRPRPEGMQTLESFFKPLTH
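Fluorescent replication assay: 50 nM final substrate added after a 15 min room-temperature compound preincubation with 10 nM enzyme. Signal taken at 0 min and again at 10 min.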
Pol kappa inh: inhibitors of human DNA polymerase kappa; Potency, µM (top dose mostly 107 µM), without a hit: at the highest dose activity, negative = inhibition, hits mostly inhibitors; actives 0.53% (n = 400,000); purified Pol kappa, fluorescent DNA synthesis assay, 10 min; AID 588579; further: potency means the concentration at half of the fitted maximal effect; on the % scale 0 is the no-effect control and ±100 the full control effect
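Kinetic fluorescence readout at 0 and 10 min followed reaction start with substrate at 50 nM final. Beforehand, enzyme (10 nM Pol kappa) stood 15 min with compound at room temperature; buffer-only wells were negative controls.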
BLM helicase inh: blocks DNA unwinding by human BLM helicase; P54132; recombinant BLM DNA unwinding, fluorescence dequenching; Potency, µM (top dose mostly 56.1 µM), without a hit: at the highest dose activity change, negative = inhibition, actives largely listed as inhibitors; actives 0.2% (n = 350,000);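 further: potency means the concentration at half of the fitted maximal effect; plate controls were vehicle for no effect and no enzyme for full effect; nearly all actives have a fitted effect of over 35% in size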
POLI inh: inhibitors of human DNA polymerase iota. AID 588590. Q9UNA4. actives 1% (n = 390,000). Pol iota fluorescent replication assay, 10 min. Potency, µM (series often up to 115 µM), for the others: top-dose activity, negative = inhibition, usual class: inhibitors; further: potency means the concentration at half of the fitted maximal effect
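Pol iota at 10 nM preincubated 15 min with compounds at room temperature; reaction started with fluorescent substrate, 50 nM final. Fluorescence read kinetically at 0 and 10 min; buffer-only wells as negative control.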
APE1 inh: APE1 (human) endonuclease inhibition; actives 0.35% (n = 350,000); P27695; recombinant APE1, TAMRA/BHQ-2 abasic DNA cleavage fluorescence; Potency, µM (highest dose often 65.8 µM), for the others: at the top dose activity change, negative = inhibition, most hits filed as inhibitors;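 further: potency means the concentration at half of the fitted maximal effect; plate controls were vehicle for no effect and reference inhibitor for full effect; nearly all actives have a fitted effect of over 55% in size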
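Measures dequenching upon AP-site incision of a 5'-TAMRA/3'-BHQ-2 THF-containing duplex, 50 nM; human APE1 0.75 nM after 15 min room-temperature exposure to compound; kinetic three-point read at one-minute spacing.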
Apoferritin bind: candidate novel general anesthetic via apoferritin binding | P02791 | apoferritin/1-aminoanthracene competitive binding, fluorescence | Potency, µM (series often up to 77.5 µM), inactives show at the highest dose activity change, negative = displacement, actives largely listed as inhibitors | actives 0.074% (n = 350,000); further: potency means the concentration at half of the fitted maximal effect; on the % scale 0 is the no-effect control and ±100 the full control effect; nearly all actives have a fitted effect of over 20% in size
Target sequence (P02791 2-175 limits assumed): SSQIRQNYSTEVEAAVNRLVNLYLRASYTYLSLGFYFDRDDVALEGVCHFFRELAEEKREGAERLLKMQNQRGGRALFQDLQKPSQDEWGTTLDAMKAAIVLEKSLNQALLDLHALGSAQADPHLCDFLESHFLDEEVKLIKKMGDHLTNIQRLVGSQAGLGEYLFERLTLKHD
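Probe: 1-aminoanthracene (50% saturated, PBS). Protein: horse-spleen apoferritin, 10 uM. Incubation: 10 min, room temperature. Detection: 380 nm excitation, 535 nm emission. Analysis: normalized response, four-parameter Hill.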
RXFP1 antagonist: RXFP1 (human) relaxin receptor antagonism. actives 0.59% (n = 350,000). activity change, negative = inhibition, % at 57.5 µM. Q9HBX9. HEK293-RXFP1, relaxin-stimulated cAMP HTRF, 30 min; stronger effect = lower value;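 active means activity change of -60% or lower, but not beyond a set lower limit; inconclusive means change between -60% and -40%, or beyond the set limit; inactive means change above -40%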; further: on the % scale 0 is the no-effect control and ±100 the full control effect
An asterisk follows results filed as active; [ ] = remark or other dose. Unless noted, the call rests on the fitted dose curve; in most records, active means well fitted curve in the direction sought with a large enough effect; inconclusive means small, poorly fitted or top-dose-only effect, or another doubt; inactive means no such curve, though single readings can be large; an effect the other way counts as inactive or inconclusive. The list is partial; the hit share may differ from the screen's.

How did O=C(OCCc1ccccn1)c1cccc([N+](=O)[O-])c1 do in these assays?
PGK inhibitor: -7.5%; POLH inh: -9.9%; Pol kappa inh: -2.4%; POLI inh: 24.4%; RXFP1 antagonist: -27.0

What do the screens show for `CN(C(=O)c1ccncc1)c1nnc(-c2ccccn2)s1`?
PGK inhibitor: inactive; Pol beta inh: 5.5%; POLH inh: 2.9%; Pol kappa inh: -4.8%; BLM helicase inh: 0.1%; POLI inh: 17.0%; APE1 inh: 2.5%; Apoferritin bind: -6.9%; RXFP1 antagonist: 5.7

Results for Nc1nc(NC(=O)CCC(=O)O)nn1-c1ccccc1 ?
PGK inhibitor: -9.3%; Pol beta inh: 14.2%; POLH inh: -20.1%; Pol kappa inh: 6.2%; BLM helicase inh: -9.4%; POLI inh: 48.3%[activator]; APE1 inh: 18.8%; Apoferritin bind: 6.9%; RXFP1 antagonist: -10.3

Results for CCc1ccccc1NC(=O)CSc1nnc(-c2ccco2)n1N ?
PGK inhibitor: -2.9%; Pol beta inh: 27.4%; POLH inh: 6.3%; Pol kappa inh: -4.8%; BLM helicase inh: -0.4%; POLI inh: 2.9%; APE1 inh: 0.3%; Apoferritin bind: -16.2%; RXFP1 antagonist: 0.4

How did Cc1ccc(OCC(=O)Nc2nc(-c3ccc(Br)cc3)ns2)cc1 do in these assays?
PGK inhibitor: 1.6%; Pol beta inh: -29.6%; POLH inh: -12.1%; Pol kappa inh: -23.4%; BLM helicase inh: 0.5%; POLI inh: 23.2%; Apoferritin bind: -2.9%; RXFP1 antagonist: 15.1

How did CCc1ccc(N2CCN(C(=O)c3ccc(OC)c(OC)c3)CC2)cc1 do in these assays?
PGK inhibitor: -7.9%; Pol beta inh: -12.6%; POLH inh: -22.1%; Pol kappa inh: inconclusive; BLM helicase inh: -1.1%; POLI inh: 18.4%; APE1 inh: -5.5%; Apoferritin bind: 0.3%; RXFP1 antagonist: -1.8

Results for Cc1ccc(S(C)(=O)=O)cc1S(=O)(=O)Nc1ccccc1 ?
PGK inhibitor: -1.0%; Pol beta inh: 28.9%; POLH inh: -6.4%; Pol kappa inh: -10.5%; BLM helicase inh: -1.2%; POLI inh: 7.5%; APE1 inh: 1.9%; Apoferritin bind: -2.3%; RXFP1 antagonist: -0.1

Results for Cc1ccc(-c2nn(C)c(=O)c3ccccc23)cc1S(=O)(=O)NCCN(C)C ?
PGK inhibitor: 4.3%; Pol beta inh: 0.6%; POLH inh: 5.4%; Pol kappa inh: -12.0%; BLM helicase inh: -9.7%; POLI inh: 9.0%; APE1 inh: -0.4%; Apoferritin bind: -4.1%; RXFP1 antagonist: 15.7

What do the screens show for `CCCOc1ccc(OC(=O)c2c(-c3ccccc3Cl)noc2C)cc1`?
PGK inhibitor: 0.4%; Pol beta inh: 7.2%; POLH inh: 0.8%; Pol kappa inh: -17.6%[60.1 µM]; BLM helicase inh: -5.9%; POLI inh: inconclusive; Apoferritin bind: 65.0%[activator]; RXFP1 antagonist: -5.2

How did O=S(=O)(Nc1ncn[nH]1)c1ccc2ccccc2c1 do in these assays?
PGK inhibitor: 6.4%; Pol beta inh: -8.2%; POLH inh: 12.7%; Pol kappa inh: -2.5%; BLM helicase inh: 0.6%; POLI inh: -2.6%; APE1 inh: 0.5%; Apoferritin bind: 2.4%; RXFP1 antagonist: 3.1

How did CCOC(=O)Cn1c(=NC(=O)CSC(C)=O)sc2cc(OC)ccc21 do in these assays?
PGK inhibitor: 3.5%; Pol beta inh: -26.3%; POLH inh: -8.1%; Pol kappa inh: -7.1%; BLM helicase inh: -5.0%; POLI inh: -4.5%; APE1 inh: -8.6%; Apoferritin bind: -5.4%; RXFP1 antagonist: 2.9

Results for CN1CCc2c(c3c(n2C)CCN(C)C3c2ccc(F)cc2)C1c1ccc(F)cc1 (stereo not drawn) ?
PGK inhibitor: 16.1%; Pol beta inh: 37.7%; POLH inh: -4.6%; Pol kappa inh: -6.3%; BLM helicase inh: 1.1%; POLI inh: 52.9%; APE1 inh: 0.5%; Apoferritin bind: -10.3%; RXFP1 antagonist: -2.5

Results for Cc1ccc(C(=O)c2oc3ccccc3c2NC(=O)c2cc(-c3ccccc3O)n[nH]2)cc1 ?
PGK inhibitor: inactive; Pol beta inh: -2.2%; POLH inh: -12.9%; Pol kappa inh: 2.0%; BLM helicase inh: 0.5%; POLI inh: 11.6%; APE1 inh: -1.6%; Apoferritin bind: 5.7%; RXFP1 antagonist: -21.0

What do the screens show for `O=C(NC(=S)Nc1ccccn1)c1cc(-c2ccccc2)nc2ccccc12`?
PGK inhibitor: 6.6%; Pol beta inh: -6.5%; POLH inh: -11.7%; Pol kappa inh: -5.3%; BLM helicase inh: 2.0%; POLI inh: 0.0%; APE1 inh: -2.8%; Apoferritin bind: 7.7%

What do the screens show for `CC(=O)c1ccc(NS(=O)(=O)c2cnc(N)nc2)cc1`?
PGK inhibitor: inactive; Pol beta inh: 6.3%; POLH inh: -1.4%; Pol kappa inh: -8.0%[60.1 µM]; BLM helicase inh: -6.9%; POLI inh: -5.5%; Apoferritin bind: 6.0%; RXFP1 antagonist: 4.7

Results for O=C(CSCc1ccccc1F)NCc1ccc(F)cc1 ?
PGK inhibitor: 8.7%; Pol beta inh: 2.2%; POLH inh: -18.5%; Pol kappa inh: -5.7%; BLM helicase inh: -2.6%; POLI inh: 34.1%[activator]; APE1 inh: -4.2%; Apoferritin bind: -22.6%; RXFP1 antagonist: -5.8

How did CCOC(=O)c1c(NC(=O)CN2CCN(c3ccc(Cl)cc3)CC2)sc(C)c1C do in these assays?
PGK inhibitor: -7.4%; Pol beta inh: 25.4%; POLH inh: -12.6%; Pol kappa inh: 7.7%[60.1 µM]; BLM helicase inh: -1.9%; POLI inh: inconclusive; APE1 inh: inconclusive; Apoferritin bind: -6.3%; RXFP1 antagonist: -4.5

What do the screens show for `CCOC(=O)N1CCN(C(=O)c2ccc3c(=O)n(-c4ccccc4F)c(=S)[nH]c3c2)CC1`?
PGK inhibitor: -1.5%; Pol beta inh: -12.6%; POLH inh: -9.1%; Pol kappa inh: 10.2%; BLM helicase inh: -5.9%; POLI inh: 34.5%[activator]; APE1 inh: -1.5%; Apoferritin bind: -11.4%; RXFP1 antagonist: 7.1

What do the screens show for `CC(C)(C)NS(=O)(=O)c1cccc2nsnc12`?
PGK inhibitor: -5.4%; POLH inh: 5.0%; Pol kappa inh: -1.4%; POLI inh: 16.7%; RXFP1 antagonist: 27.6

Results for Cc1cc(C)c(NC2=NCC(=O)N2C2CCCCC2)c(C)c1 ?
PGK inhibitor: -2.8%; Pol beta inh: -0.9%; POLH inh: -0.8%; Pol kappa inh: -1.6%; BLM helicase inh: -8.7%; POLI inh: 16.3%; APE1 inh: 4.6%; Apoferritin bind: -1.3%; RXFP1 antagonist: 9.8

How did O=C1NC(=O)C(Nc2cccc3ccccc23)S1 (stereo not drawn) do in these assays?
PGK inhibitor: 2.9%; Pol beta inh: 24.9%; POLH inh: 4.9%; Pol kappa inh: -10.8%; BLM helicase inh: -6.5%; POLI inh: 14.1%; APE1 inh: -3.8%; Apoferritin bind: -6.0%; RXFP1 antagonist: -13.1

What do the screens show for `CCO[C@H]1OC(C(=O)N2CCN(Cc3ccccc3)CC2)=C[C@@H](c2cn(C(C)=O)c3ccccc23)[C@@H]1CCCO`?
PGK inhibitor: inactive; Pol beta inh: -1.2%; POLH inh: -13.7%; Pol kappa inh: 15.4%; BLM helicase inh: -8.6%; POLI inh: 38.1%[activator]; APE1 inh: -0.9%; Apoferritin bind: -16.0%

What do the screens show for `COC(=O)/C=C1/S/C(=N/NC(=O)c2ccccc2OC)NC1=O`?
PGK inhibitor: 8.2%; Pol beta inh: 0.6%; POLH inh: -12.9%; Pol kappa inh: -4.1%; BLM helicase inh: 0.1%; POLI inh: 12.7%; APE1 inh: -9.4%; Apoferritin bind: -8.0%; RXFP1 antagonist: -25.3

What do the screens show for `COc1ccc(N=C(NN)c2ccc3ccccc3n2)cc1`?
PGK inhibitor: -6.4%; Pol beta inh: 83.0%; POLH inh: -24.8%; Pol kappa inh: -18.5%; BLM helicase inh: -4.6%; POLI inh: 55.9%; APE1 inh: 1.6%; Apoferritin bind: -10.9%; RXFP1 antagonist: -4.5

What do the screens show for `Cc1cc2n(n1)CCCN2C(=O)Nc1ccc(C)c(Cl)c1`?
Pol beta inh: 18.8%; Pol kappa inh: -2.7%; BLM helicase inh: -1.7%; POLI inh: 10.0%; Apoferritin bind: -6.6%; RXFP1 antagonist: -22.5

Results for CC(=O)Nc1ccc(S(=O)(=O)NCc2cc(=O)n(C)c(=O)n2C)cc1 ?
PGK inhibitor: -4.2%; Pol beta inh: 15.2%; POLH inh: -5.2%; Pol kappa inh: -11.0%; BLM helicase inh: 1.2%; POLI inh: -26.3%; APE1 inh: 38.7%; Apoferritin bind: 2.1%; RXFP1 antagonist: 7.1

What do the screens show for `CC(C)C(=O)NC(c1ccco1)c1ccc2cccnc2c1O` (stereo not drawn)?
PGK inhibitor: -1.1%; Pol beta inh: -2.4%; POLH inh: -12.4%; Pol kappa inh: -19.1%; BLM helicase inh: -4.3%; POLI inh: 13.9%; APE1 inh: 4.6%; Apoferritin bind: -13.1%; RXFP1 antagonist: -33.6

How did O=C(CN1C(=O)c2ccccc2S1(=O)=O)Nc1ccc(S(=O)(=O)N2CCCC2)cc1 do in these assays?
PGK inhibitor: 1.6%; Pol beta inh: 24.3%; POLH inh: -11.0%; Pol kappa inh: -5.3%; BLM helicase inh: -4.9%; POLI inh: 28.3%; APE1 inh: inconclusive; Apoferritin bind: -21.6%; RXFP1 antagonist: -5.2

What do the screens show for `CCc1nc2ccccc2c(C(=O)Nc2cccc(C)c2)c1C`?
PGK inhibitor: -1.8%; Pol beta inh: 8.2%; POLH inh: -5.5%; Pol kappa inh: -6.2%; BLM helicase inh: -4.2%; POLI inh: 111.9%[activator]; APE1 inh: 5.0%; Apoferritin bind: -0.5%; RXFP1 antagonist: 3.7

Screening results: PubChem, National Center for Advancing Translational Sciences (NCATS)
